Screening data as filed in PubChem BioAssay.
SR-BI HDL uptake: inhibitors of SR-BI mediated HDL lipid uptake, primary screen, ldlA[mSR-BI] cells, fluorescence, single point. ldlA[mSR-BI] CHO cells, DiI-HDL uptake fluorescence, 3 h. Scavenger receptor class B member 1 (Mus musculus), Q61009. inhibition, % at 12.5 µM. hit rate 0.96% among 320,000;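 active = mean replicate inhibition of at least 70% and a set share of replicates each scoring 70 or more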;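 note: 0% = median of neutral control wells and 100% = median of positive control wells; values of inactives mirror those of a sister screen read the other way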
NSD2 HMT inh: NSD2 histone methyltransferase inhibitors, primary screen, biochemical, AlphaScreen, single concentration, set 2; Histone-lysine N-methyltransferase NSD2 (Homo sapiens), O96028; NSD2 peptide methylation, 120 min; inhibition, % at 12.5 µM; hit rate 0.54% among 310,000; AID 743445, 2014; in the data active = inhibition above about 50%
PvdQ inh: P. aeruginosa PvdQ acylase inhibitors, primary screen, biochemical, fluorescence, plate reader and imaging, single point | inhibition, % at 10 µM | hit rate 0.063% among 340,000 | AID 488965, 2010 | PvdQ acylase [Pseudomonas aeruginosa LESB58] | purified PvdQ acylase; in the data active = inhibition above about 30%, passing the limit was not always enough;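 note: 0% = vehicle neutral wells and 100% = reference inhibitor wells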
MITF act: activators of MITF-driven TRPM1 promoter reporter, primary screen, cell-based, SK-MEL-5, luciferase, single point; SK-MEL-5 TRPM1-promoter luciferase, 24 h; % of positive control, neutral wells = 0; activation, % at 12.5 µM; hit rate 0.75% among 300,000; AID 588334, 2011;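 active = mean activation of at least 80% with every replicate also reaching 80%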;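 note: 0% = neutral control wells and 100% = parthenolide positive control wells; values of inactives mirror those of a sister screen read the other way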
dFosB activator: activators of delta FosB homodimer, primary screen, biochemical, fluorescence polarization, TAMRA-CDK5 oligo, single point | AID 493131, 2011 | purified delta FosB; percent of positive-control signal above neutral wells | hit rate 0.99% among 340,000 | activation, % at 25 µM;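 active = mean activation above about 17%, with every replicate also reaching it, limit read from the data, passing the limit was not always enough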;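 note: fluorescence polarization rise as delta FosB binds a TAMRA Cdk5 AP-1 oligo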
Wnt bcat act: Wnt/beta-catenin pathway activators, primary screen, cell-based, plate reader, single point; Wnt/beta-catenin reporter cell assay, activator; activation, % at 9.35 µM; hit rate 1.2% among 300,000; in the data active = activation above about 30%, passing the limit was not always enough;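 note: 0% = neutral control wells and 100% = positive control wells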
V-ATPase pH: regulators of yeast V-ATPase proton pumping, primary screen, pHLuorin cytosolic pH fluorescence | response, % at 10 µM | hit rate 0.37% among 350,000 | S. cerevisiae; in the data active = response mostly above about 7.3%, no sharp cut-off; inactive = mostly below about 5.4%; note: actives read high; inactives centre near 0; some compounds called inactive have numbers as strong as hits; reference of the scale not given here
HTR5A inv ag: HTR5A inverse agonists in luminescence cell assay, primary screen, counter-screen for OPRM1-OPRD1 heterodimer inverse agonist project, full-deck HTS; 5-hydroxytryptamine receptor 5A (Homo sapiens), P47898; HTR5A cell line, inverse agonism; inhibition, % at 9.3 µM; hit rate 0.083% among 340,000; in the data active = inhibition mostly above about 23%, no sharp cut-off; inactive = mostly below about 18%;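 note: 0% = cells with DMSO and 100% = no-cell wells with DMSO; some compounds called inactive have numbers as strong as hits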
Target sequence (P47898 whole entry, looked up): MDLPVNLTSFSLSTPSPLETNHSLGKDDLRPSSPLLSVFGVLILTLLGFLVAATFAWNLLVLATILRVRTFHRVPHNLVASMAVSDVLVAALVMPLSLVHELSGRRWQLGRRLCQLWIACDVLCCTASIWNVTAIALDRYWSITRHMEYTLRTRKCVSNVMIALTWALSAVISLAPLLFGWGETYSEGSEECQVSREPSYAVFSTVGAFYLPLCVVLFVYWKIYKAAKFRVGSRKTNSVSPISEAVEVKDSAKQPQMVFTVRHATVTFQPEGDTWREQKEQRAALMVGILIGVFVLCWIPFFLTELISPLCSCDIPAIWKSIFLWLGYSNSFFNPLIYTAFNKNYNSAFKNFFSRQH
CDK5 inh: inhibitors of human CDK5/p35 kinase, primary screen, biochemical, single concentration; Cyclin-dependent kinase 5 (Homo sapiens) + Cyclin-dependent kinase 5 activator 1 (Homo …; Recombinant CDK5/p35, ADP-Glo luminescence, 60 min; inhibition, % at 10 µM; hit rate 0.01% among 330,000; AID 488839, 2010;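 active = highest replicate inhibition of at least 50% and at least 75% of replicates reaching 50%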;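 note: plate controls were DMSO neutral control for no effect and GW8510 at 10 µM for full effect; many of its hits are not listed in these tables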
Target sequence (Q00535 whole entry, looked up): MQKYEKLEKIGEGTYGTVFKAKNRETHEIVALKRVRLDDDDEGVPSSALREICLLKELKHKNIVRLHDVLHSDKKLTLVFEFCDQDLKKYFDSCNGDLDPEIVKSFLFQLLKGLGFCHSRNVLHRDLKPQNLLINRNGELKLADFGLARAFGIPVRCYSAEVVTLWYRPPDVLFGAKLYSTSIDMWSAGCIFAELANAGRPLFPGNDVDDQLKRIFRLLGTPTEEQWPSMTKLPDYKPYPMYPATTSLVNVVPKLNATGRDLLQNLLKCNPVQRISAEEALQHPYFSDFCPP
Target sequence (Q15078 whole entry, looked up): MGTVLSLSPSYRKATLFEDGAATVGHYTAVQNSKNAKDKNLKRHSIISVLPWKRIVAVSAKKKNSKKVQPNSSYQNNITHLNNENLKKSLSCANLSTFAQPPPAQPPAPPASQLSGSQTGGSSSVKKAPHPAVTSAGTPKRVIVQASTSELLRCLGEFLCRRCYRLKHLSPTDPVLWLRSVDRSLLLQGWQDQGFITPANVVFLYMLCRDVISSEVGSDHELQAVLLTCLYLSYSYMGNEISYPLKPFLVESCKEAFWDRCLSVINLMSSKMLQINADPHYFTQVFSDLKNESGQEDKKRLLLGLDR
HTR5A ag: HTR5A agonists in luminescence cell assay, primary screen, counter-screen for OPRM1-OPRD1 heterodimer agonist project, full-deck HTS; 5-hydroxytryptamine receptor 5A (Homo sapiens), P47898; hit rate 0.61% among 340,000; cell-based; activation, % at 9.3 µM; AID 504692, 2011; in the data active = activation mostly above about 9.5%, no sharp cut-off; inactive = mostly below about 7.6%;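 note: 0% = cells with vehicle only and 100% = reference agonist; strong numbers were not always called active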
* hit, by the source's call; / = no result given.

Keys: A = SR-BI HDL uptake; B = NSD2 HMT inh; C = PvdQ inh; D = MITF act; E = dFosB activator; F = Wnt bcat act; G = V-ATPase pH; H = HTR5A inv ag; I = CDK5 inh; J = HTR5A ag
CCCCC(=O)Nc1c(-c2ccc(OC)c(OC)c2)c(=O)c2ccccc2n1C
  A: -24	B: -1	C: 6	D: 11	E: 5	F: 1	G: -6	H: 2	I: -1.3	J: 0
CCOC(=O)N1CCN(c2c(NCCCN(CC)Cc3ccccc3)c(=O)c2=O)CC1
  A: -3	B: 8	C: 10	D: /	E: 5	F: -10	G: -2	H: 18	I: 0.8	J: -2
On1ccccc1=S
  A: -15	B: /	C: -7	D: -73	E: 4	F: -3	G: -2	H: 23	I: 4.4	J: -10
COc1ccccc1CN1CC(C(=O)NCc2ncccc2C)CCC1=O (centres undefined)
  A: -13	B: 1	C: 3	D: 2	E: 0	F: 0	G: 0	H: 20	I: -0.9	J: -2
COc1cccc(CNC(=O)Cn2ccc3cc(S(=O)(=O)N4CCCCCC4)ccc32)c1OC
  A: 22	B: -4	C: 3	D: -6	E: -4	F: -3	G: 0	H: -26	I: 0.3	J: 0
CC(C)NC(=S)N1CCN(Cc2ccc3c(c2)OCO3)CC1
  A: 1	B: 1	C: -9	D: -1	E: 3	F: -13	G: -3	H: 8	I: -2.4	J: -3
CCC(C)[C@H](NS(=O)(=O)c1ccc(C)cc1)C(=O)N1CCC(C(=O)N[C@H](C(=O)O)c2ccccc2)CC1 (some centres undefined)
  A: -6	B: /	C: -5	D: /	E: 4	F: -1	G: 0	H: -10	I: 1.9	J: -1
Cc1cc(-c2ccc(C)c(S(=O)(=O)Nc3cc(C)on3)c2)on1
  A: 12	B: 1	C: -10	D: 8	E: -3	F: 0	G: 1	H: 0	I: -1.3	J: 0
Cc1cc(=O)oc(C)c1C(=O)N1CCN(C)CC1
  A: -15	B: 1	C: -1	D: -5	E: 6	F: /	G: 1	H: -6	I: 0.1	J: 0
O=C(c1ccccc1)c1cnc[nH]1
  A: /	B: -3	C: 8	D: 18	E: -2	F: 5	G: 3	H: -8	I: -1.6	J: 0
Cc1cccc(C)c1NC(=O)CCS(=O)(=O)c1cccc2nonc12
  A: /	B: -2	C: -11	D: -8	E: 5	F: 0	G: -1	H: 8	I: -0.6	J: -3
O=C(c1cc(Br)c[nH]1)N1CCCCC1
  A: -9	B: 0	C: -18	D: 2	E: 7	F: 1	G: 5	H: 6	I: 0.4	J: -2
Cc1ccc2cc(CCNC(=O)C(C)(C)C)c(=O)[nH]c2c1
  A: -23	B: /	C: -14	D: -11	E: -2	F: -3	G: 2	H: -15	I: -2.8	J: 5
O=C(CN1C(=O)C2CC=CCC2C1=O)N1CCN(S(=O)(=O)c2ccccc2)CC1 (centres undefined)
  A: -4	B: 1	C: -17	D: -1	E: -6	F: -3	G: /	H: 3	I: 1.2	J: 7
O=C(Nc1ccc(F)cc1)Oc1ccc[nH]c1=O
  A: 6	B: /	C: -10	D: 23	E: 3	F: 9	G: -1	H: -1	I: 2.1	J: 0
O=C(c1ccc(F)cc1)c1c[nH]c(C(=O)NCc2cccnc2)c1
  A: 2	B: /	C: -12	D: /	E: -3	F: -5	G: 1	H: -1	I: -1.4	J: 0
CCOC(=O)N1CCC2(CC1)C(C(=O)C13CC4CC(CC(C4)C1)C3)C2(C#N)C#N (centres undefined)
  A: -8	B: 2	C: 2	D: /	E: 3	F: -1	G: 3	H: 5	I: -2.0	J: 4
O=C(COc1ccc(Cl)cc1)NCCSCc1ccccc1Cl
  A: 0	B: 0	C: -22	D: -4	E: -9	F: /	G: 2	H: -6	I: -0.7	J: 2
COc1cc(NC(=O)COC(=O)CCc2nc3ccccc3c(=O)[nH]2)cc(OC)c1
  A: -4	B: 0	C: -17	D: -2	E: -4	F: -3	G: 7	H: -6	I: -2.2	J: 2
Cc1cc(CC(C)C)n(-c2nc3ccccc3c(=O)n2OCC(N)=O)n1
  A: -4	B: 0	C: -15	D: /	E: -7	F: 1	G: -3	H: -20	I: -6.2	J: 0
Cn1c(=O)c2c(nc(N/N=C3\CCCc4ccccc43)n2Cc2ccc(F)cc2)n(C)c1=O
  A: 7	B: -2	C: -14	D: -1	E: -4	F: -5	G: -2	H: -28	I: -0.2	J: 6
CC(=O)c1cccc(NC(=O)/C(=C/c2ccco2)NC(=O)c2ccco2)c1
  A: 10	B: 6	C: -15	D: -4	E: -1	F: 3	G: -2	H: -6	I: 0.1	J: 9
CC(C)N1CCC(n2nccc2NC(=O)c2ccc3c(c2)OCO3)CC1
  A: -16	B: 0	C: -10	D: 1	E: -3	F: 1	G: 0	H: 10	I: 0.6	J: -4
COc1ccc2cc1Oc1ccc(cc1)CC1c3c(cc(OC)c4c3Oc3cc5c(cc3O4)CCNC5C2)CCN1C (centres undefined)
  A: -13	B: /	C: -8	D: -109	E: 2	F: /	G: 1	H: -7	I: -0.2	J: -1
CCOn1c(=O)c(-c2ccccc2)[n+]([O-])c2ccccc21
  A: -19	B: -1	C: -18	D: 22	E: -1	F: 2	G: 1	H: 18	I: 1.3	J: -5

Fetched one by one from the entries so far, 3 records:
Keys: A = SR-BI HDL uptake; B = NSD2 HMT inh; C = PvdQ inh; D = MITF act; E = dFosB activator; F = Wnt bcat act; G = V-ATPase pH; H = HTR5A inv ag; I = CDK5 inh; J = HTR5A ag
Cc1cccc(C)c1NC(=O)CCS(=O)(=O)c1cccc2nonc12
  A: /	B: -2	C: -11	D: -8	E: 5	F: 0	G: -1	H: 8	I: -0.6	J: -3
CCOn1c(=O)c(-c2ccccc2)[n+]([O-])c2ccccc21
  A: -19	B: -1	C: -18	D: 22	E: -1	F: 2	G: 1	H: 18	I: 1.3	J: -5
CC(C)NC(=S)N1CCN(Cc2ccc3c(c2)OCO3)CC1
  A: 1	B: 1	C: -9	D: -1	E: 3	F: -13	G: -3	H: 8	I: -2.4	J: -3

The listing continues:
Keys: A = SR-BI HDL uptake; B = NSD2 HMT inh; C = PvdQ inh; D = MITF act; E = dFosB activator; F = Wnt bcat act; G = V-ATPase pH; H = HTR5A inv ag; I = CDK5 inh; J = HTR5A ag
CC(C)(C#CCN1CCCCC1)OCCOC(c1ccccc1)c1ccccc1
  A: -1	B: 6	C: -11	D: -4	E: -11	F: -11	G: -5	H: -20	I: 0.1	J: 5
CC(OC(=O)CCCN=C1NS(=O)(=O)c2ccccc21)C(=O)N(C)c1ccccc1 (centres undefined)
  A: 0	B: -2	C: 4	D: 8	E: -3	F: -1	G: -3	H: 0	I: 2.1	J: -4
Cc1nc2c(C(=O)NCc3ccccc3)c[nH]n2c(=O)c1Cl
  A: -8	B: 3	C: -3	D: -5	E: -2	F: /	G: 3	H: -22	I: -1.8	J: 4
FC(F)(F)c1cc(NC2CCCCC2)ccn1
  A: -3	B: -9	C: -16	D: 12	E: -1	F: -1	G: 9	H: -10	I: -1.3	J: 3
CCCCOC(=O)Nc1ccc(N2CCCCC2)cc1
  A: -6	B: 10	C: -11	D: /	E: -9	F: 74*	G: 0	H: 6	I: -0.1	J: 9.6*
O=C(NCC1(N2CCCCC2)CCCCC1)c1ccc(S(=O)(=O)N2CCCC2)cc1
  A: /	B: 1	C: 6	D: 12	E: -1	F: 3	G: 7.8*	H: -10	I: -1.6	J: 4
Cc1cc(C(=O)Nc2ccccc2C(=O)O)ccc1NC(=O)COc1cccc([N+](=O)[O-])c1
  A: 12	B: 2	C: -7	D: -13	E: 4	F: 4	G: 0	H: 16	I: -0.6	J: -6
O=C(NCc1cccs1)NC1CCCCC1
  A: -3	B: -1	C: -4	D: 18	E: -6	F: 1	G: -3	H: 20	I: 0.0	J: -3
O=C(Nc1ncc(S(=O)(=O)c2ccc([N+](=O)[O-])cc2)s1)c1cccnc1
  A: -15	B: 2	C: 0	D: /	E: -3	F: -2	G: 1	H: -4	I: 0.2	J: 6
O=C(O)CP(=O)(O)O
  A: 8	B: /	C: -7	D: -5	E: -8	F: 0	G: 0	H: 5	I: -2.1	J: -1
c1cncc(-c2nn[nH]n2)c1
  A: -3	B: 3	C: -6	D: /	E: 1	F: -2	G: -2	H: -35	I: 0.6	J: 3
COc1ccc(-c2csc(CCn3nc(C)cc3C)n2)cc1
  A: 20	B: 1	C: -5	D: 6	E: -1	F: 0	G: -1	H: 2	I: -0.2	J: -1
COc1ccc(NC2=CC(=O)CC(c3ccc(C)cc3)C2)c(OC)c1 (centres undefined)
  A: 27	B: /	C: 13	D: -10	E: -6	F: /	G: -8	H: -43	I: 0.3	J: 7
Cc1cc(C(=O)N(C)CC(=O)Nc2cccc(F)c2)no1
  A: -3	B: -1	C: 4	D: 5	E: 7	F: 0	G: -1	H: 10	I: -0.3	J: -3
CCN(CC)c1nc(C(N)=O)cc(-c2ccccc2)n1
  A: 14	B: 1	C: -8	D: 5	E: -6	F: 0	G: -5	H: -1	I: 2.8	J: -2
COc1ccc(-n2c(Cc3cccn3C)nnc2SCC(=O)N2CCOCC2)cc1
  A: -19	B: /	C: 19	D: 7	E: 4	F: 1	G: 5	H: 5	I: -0.5	J: -2
COc1cccc(/C=C2\SC(N3CCC(C)CC3)=NC2=O)c1OC
  A: 5	B: 2	C: -8	D: 17	E: -23	F: 1	G: -3	H: 8	I: 0.3	J: -2
CCCCCn1c(CN2CCN(Cc3ccccc3)CC2)nc2c1c(=O)n(C)c(=O)n2C
  A: -4	B: 5	C: -12	D: -2	E: -11	F: /	G: -3	H: -23	I: -0.8	J: 2
Cc1ccc(C(=O)Oc2ccc(Cl)c3cccnc23)cc1[N+](=O)[O-]
  A: -18	B: 2	C: -4	D: /	E: 2	F: /	G: -4	H: 9	I: -3.8	J: -3
COc1cc(OC)cc(C(=O)Nc2ccc(C(=O)NCC3CCCO3)cc2)c1 (centres undefined)
  A: 6	B: -1	C: -3	D: -8	E: -4	F: 1	G: 6	H: -4	I: -0.4	J: -1
Oc1ccc(Nc2nc(-c3ccccc3)nc3ccccc23)cc1
  A: 22	B: 4	C: 7	D: -7	E: 9	F: /	G: 1	H: 17	I: 0.3	J: -5
COc1ccc(C(=O)c2ccc(C)cc2)c(OC)c1OC
  A: 16	B: -7	C: -10	D: 2	E: 3	F: -1	G: 1	H: -1	I: 1.1	J: 0
